BLM inh – Bloom syndrome helicase (human) inhibition | 350,000 compounds, 0.2% hits | Potency, µM (doses to about 56.1 µM), for the others: at the highest dose activity change, negative = inhibition, actives largely listed as inhibitors | recombinant BLM DNA unwinding, fluorescence dequenching | P54132;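 further: plate controls were vehicle for no effect and no enzyme for full effect; nearly all actives have a fitted effect of over 35% in size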
BAZ2B inh – BAZ2B (human) inhibition; Q9UIF8; AlphaScreen BAZ2B-H3K14Ac peptide displacement; Potency, µM (highest dose often 114 µM), inactives show at the highest dose activity change, negative = inhibition, usual class: inhibitors; 360,000 compounds, 4.4% hits; AID 504333; further: on the % scale 0 is the no-effect control and ±100 the full control effect; nearly all actives have a fitted effect of over 60% in size
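AlphaScreen displacement: compounds (up to 110uM) incubated 30 min at room temperature with a preformed 50 nM BAZ2B/50 nM biotinylated H3K14Ac peptide complex in PBS pH 7.4 with Tween-20. Donor and acceptor beads at 10 ug/mL final added, 20 min light-protected before reading.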
POLH inh – inhibitors of human DNA polymerase eta | Potency, µM (titrated, usually from 114 µM), for the others: at the top dose activity change, negative = inhibition, actives largely listed as inhibitors | recombinant Pol eta, fluorescent DNA replication assay | AID 588591 | Q9Y253 | 390,000 compounds, 1.2% hits; further: on the % scale 0 is the no-effect control and ±100 the full control effect
Target sequence (Q9Y253 whole entry, looked up): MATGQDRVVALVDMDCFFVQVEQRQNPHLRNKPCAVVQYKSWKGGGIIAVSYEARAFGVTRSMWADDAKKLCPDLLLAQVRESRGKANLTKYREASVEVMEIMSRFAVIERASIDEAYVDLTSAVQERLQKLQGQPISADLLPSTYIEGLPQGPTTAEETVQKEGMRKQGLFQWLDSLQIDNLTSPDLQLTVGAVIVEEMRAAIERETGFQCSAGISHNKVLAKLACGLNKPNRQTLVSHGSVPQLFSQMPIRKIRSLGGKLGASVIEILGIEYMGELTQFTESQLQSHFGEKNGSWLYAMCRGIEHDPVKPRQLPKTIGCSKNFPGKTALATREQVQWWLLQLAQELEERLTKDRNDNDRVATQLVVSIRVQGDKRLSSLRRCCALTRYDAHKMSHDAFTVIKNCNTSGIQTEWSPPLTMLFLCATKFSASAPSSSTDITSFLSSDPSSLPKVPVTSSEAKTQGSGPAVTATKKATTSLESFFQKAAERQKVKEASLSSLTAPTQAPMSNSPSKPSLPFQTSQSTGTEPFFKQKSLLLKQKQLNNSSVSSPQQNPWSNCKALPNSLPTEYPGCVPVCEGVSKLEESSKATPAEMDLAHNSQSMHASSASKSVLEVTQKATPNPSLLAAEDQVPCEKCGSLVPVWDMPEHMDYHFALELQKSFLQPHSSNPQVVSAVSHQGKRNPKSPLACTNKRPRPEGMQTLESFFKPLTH
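Pol eta (10 nM) was preincubated with compounds for 15 min at room temperature, after which fluorescent replication substrate (50 nM final) was added to start the reaction. Fluorescence was read kinetically at 0 and 10 min.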
G9a block – inhibitors of human histone lysine methyltransferase G9a; Q96KQ7; G9a H3K9 monomethylation, AlphaScreen, 2 h; Potency, µM (highest dose often 102 µM), for the others: top-dose activity, negative = inhibition, hits mostly inhibitors; 350,000 compounds, 8.8% hits; further: on the % scale 0 is the no-effect control and ±100 the full control effect; nearly all actives have a fitted effect of over 75% in size
Target sequence (Q96KQ7 913-1193 limits assumed): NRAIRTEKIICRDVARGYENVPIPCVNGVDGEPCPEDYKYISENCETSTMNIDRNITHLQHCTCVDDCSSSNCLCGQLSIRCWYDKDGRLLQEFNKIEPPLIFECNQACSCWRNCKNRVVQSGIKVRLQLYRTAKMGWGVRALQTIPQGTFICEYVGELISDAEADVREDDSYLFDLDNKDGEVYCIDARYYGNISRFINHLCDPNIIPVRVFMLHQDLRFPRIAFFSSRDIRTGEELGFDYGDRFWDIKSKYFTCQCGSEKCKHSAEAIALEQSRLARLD
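Chemiluminescent proximity detection of H3K9 monomethylation, read after 10 min bead incubation in the dark. Reaction: 20 nM G9a, 500 nM biotin-H3K9 peptide, 20 uM SAM cofactor, 2 h, room temperature, following 15 min enzyme-compound preincubation.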
APE1 inh – blocks human APE1 abasic DNA cleavage. P27695. Potency, µM (top dose mostly 65.8 µM), for inactives: top-dose activity change, negative = inhibition, actives largely listed as inhibitors. 350,000 compounds, 0.35% hits. recombinant APE1, TAMRA/BHQ-2 abasic DNA cleavage fluorescence. AID 2517;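 further: plate controls were vehicle for no effect and reference inhibitor for full effect; nearly all actives have a fitted effect of over 55% in size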
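APE1 at 0.75 nM final was preincubated with compound 15 min at room temperature, then 50 nM double-stranded THF abasic-site substrate (5'-TAMRA/3'-BHQ-2) was added. Fluorescence (ex 525/em 598 nm) was read kinetically; third-minus-first read gave activity.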
Apoferritin bind – binds horse apoferritin like a general anesthetic; P02791; apoferritin/1-aminoanthracene competitive binding, fluorescence; Potency, µM (top dose mostly 77.5 µM), for the others: at the top dose activity change, negative = displacement, hits mostly inhibitors; 350,000 compounds, 0.074% hits; further: on the % scale 0 is the no-effect control and ±100 the full control effect; nearly all actives have a fitted effect of over 20% in size
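Probe: 1-aminoanthracene (50% saturated, PBS). Protein: horse-spleen apoferritin, 10 uM. Incubation: 10 min, room temperature. Detection: 380 nm excitation, 535 nm emission. Analysis: normalized response, four-parameter Hill.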
POLK inh – blocks human DNA polymerase kappa activity; Q9UBT6; purified Pol kappa, fluorescent DNA synthesis assay, 10 min; 400,000 compounds, 0.53% hits; AID 588579; Potency, µM (doses to about 107 µM), without a hit: at the highest dose activity, negative = inhibition, usual class: inhibitors; further: on the % scale 0 is the no-effect control and ±100 the full control effect
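Kinetic fluorescence screen: compound preincubated 15 min RT with 10 nM enzyme; 50 nM substrate (final) initiates; reads at 0/10 min.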
Pol iota inh – inhibitors of human DNA polymerase iota | Q9UNA4 | Pol iota fluorescent replication assay, 10 min | Potency, µM (doses to about 115 µM), without a hit: top-dose activity, negative = inhibition, actives largely listed as inhibitors | 390,000 compounds, 1% hits | AID 588590
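Pol iota at 10 nM preincubated 15 min with compounds at room temperature; reaction started with fluorescent substrate, 50 nM final. Fluorescence read kinetically at 0 and 10 min; buffer-only wells as negative control.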
Pol beta inh – blocks human DNA polymerase beta activity; P06746; Pol beta primer extension/strand displacement, fluorescence kinetic; Potency, µM (doses to about 114 µM), for inactives: at the highest dose activity change, negative = inhibition, usual class: inhibitors; 340,000 compounds, 1.3% hits; further: on the % scale 0 is the no-effect control and ±100 the full control effect
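Reaction started by 50 nM substrate onto compound-treated Pol beta (10 nM, 15 min preincubation, room temperature); plates read at 0 min and 10 min. Normalized concentration-effect data fitted by four-parameter Hill equation.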
* marks the source's active call; other numbers are inactive results; & = joins results of further samples; [ ] = dose if it differs, or a comment. The call rests on the fitted dose curve; in most records, active means well fitted curve in the direction sought with a large enough effect; inconclusive means small, poorly fitted or top-dose-only effect, or another doubt; inactive means no such curve, though single readings can be large; an effect the other way counts as inactive or inconclusive. Potency means the concentration at half of the fitted maximal effect. An excerpt (hit frequency here may not be typical).

Results for COC(=O)c1ccc(Cn2cc([N+](=O)[O-])cn2)cc1 ?
BLM inh: 2%; BAZ2B inh: -15%; POLH inh: -16%; G9a block: -2%; APE1 inh: -1%; Apoferritin bind: -1%; POLK inh: -5%; Pol iota inh: 50%[activator]; Pol beta inh: 5%

How did COc1ccc(N=C2SC(CC(=O)Nc3ccccc3)C(=O)N2Cc2ccco2)cc1 (stereo not drawn) do in these assays?
BLM inh: -12%; BAZ2B inh: -5%; POLH inh: -6%; G9a block: inconclusive; APE1 inh: -9%; Apoferritin bind: 3%; POLK inh: -13%; Pol iota inh: 114%[activator]; Pol beta inh: -10%[57.1 µM]

What do the screens show for `COc1ccc(Cl)cc1NS(=O)(=O)c1cn(C)nc1C`?
BLM inh: -1%; BAZ2B inh: -5%; POLH inh: -5%; G9a block: 6%; APE1 inh: 31%; Apoferritin bind: -5%; POLK inh: 7%; Pol iota inh: 52%[activator]; Pol beta inh: -21%

What do the screens show for `O=C(O)c1c2c(nc3ccccc13)-c1ccccc1CC2`?
BLM inh: -2%; BAZ2B inh: -4%; POLH inh: -2%; G9a block: -32%; APE1 inh: -4%; Apoferritin bind: -1%; POLK inh: 0%; Pol iota inh: 26%; Pol beta inh: 87%

What do the screens show for `Cc1ccc(CNCCC2=CCCCC2)cc1`?
BLM inh: -2%; BAZ2B inh: 2%; POLH inh: -10%; G9a block: -25%[59 µM]; APE1 inh: 4%; Apoferritin bind: -16%; POLK inh: -5%; Pol iota inh: -20%[58.9 µM]; Pol beta inh: 14%

How did COC(=O)[C@@H]1C[C@@]2(O)[C@H](O)[C@H](O)[C@H](O)C[C@H]2N1Cc1ccc(C)s1 do in these assays?
BLM inh: -1%&-3%; BAZ2B inh: -2%; POLH inh: -13%; G9a block: 2%[59 µM]; APE1 inh: 22%&1%; Apoferritin bind: -14%&1%; POLK inh: 0%; Pol iota inh: -4%; Pol beta inh: 11%

What do the screens show for `CCCC1=Nc2cc(C(=O)NCCc3ccccc3)ccc2Sc2ccc(C)cc21`?
BLM inh: -7%; BAZ2B inh: 2%; POLH inh: inconclusive; G9a block: -13%[59 µM]; Apoferritin bind: -11%; POLK inh: inconclusive; Pol iota inh: inconclusive; Pol beta inh: 3%

Results for COc1ccc(NC(=O)Cn2c(SCc3cccc(Cl)c3)nc3ccncc32)c(OC)c1OC ?
BLM inh: -4%; BAZ2B inh: inconclusive; POLH inh: -11%; G9a block: inconclusive; Apoferritin bind: 0%; POLK inh: -7%; Pol iota inh: -8%; Pol beta inh: 7%

Results for O=C(Nc1ccc2c(c1)OCCO2)C1CCCN1S(=O)(=O)c1cccc2cccnc12 (stereo not drawn) ?
BLM inh: 2%; BAZ2B inh: -4%; POLH inh: -4%; G9a block: -6%; APE1 inh: 13%; Apoferritin bind: 0%; POLK inh: 15%; Pol iota inh: inconclusive; Pol beta inh: 21%

How did COc1ccc(CC(=O)Nc2ccc(-c3cn4ccc(C)cc4n3)cc2)cc1 do in these assays?
BLM inh: 0%; BAZ2B inh: 6%; POLH inh: 3%; G9a block: 41%[2.33 µM]; APE1 inh: -3%; Apoferritin bind: 8%; POLK inh: -6%; Pol iota inh: 0%; Pol beta inh: -11%

4 compounds picked at random from the list so far, as already listed:
Results for COc1ccc(NC(=O)Cn2c(SCc3cccc(Cl)c3)nc3ccncc32)c(OC)c1OC ?
BLM inh: -4%; BAZ2B inh: inconclusive; POLH inh: -11%; G9a block: inconclusive; Apoferritin bind: 0%; POLK inh: -7%; Pol iota inh: -8%; Pol beta inh: 7%

How did COC(=O)[C@@H]1C[C@@]2(O)[C@H](O)[C@H](O)[C@H](O)C[C@H]2N1Cc1ccc(C)s1 do in these assays?
BLM inh: -1%&-3%; BAZ2B inh: -2%; POLH inh: -13%; G9a block: 2%[59 µM]; APE1 inh: 22%&1%; Apoferritin bind: -14%&1%; POLK inh: 0%; Pol iota inh: -4%; Pol beta inh: 11%

What do the screens show for `O=C(O)c1c2c(nc3ccccc13)-c1ccccc1CC2`?
BLM inh: -2%; BAZ2B inh: -4%; POLH inh: -2%; G9a block: -32%; APE1 inh: -4%; Apoferritin bind: -1%; POLK inh: 0%; Pol iota inh: 26%; Pol beta inh: 87%

What do the screens show for `COc1ccc(Cl)cc1NS(=O)(=O)c1cn(C)nc1C`?
BLM inh: -1%; BAZ2B inh: -5%; POLH inh: -5%; G9a block: 6%; APE1 inh: 31%; Apoferritin bind: -5%; POLK inh: 7%; Pol iota inh: 52%[activator]; Pol beta inh: -21%

(more compounds)
Results for S=C(NCC1CCCO1)NC1CC1 (stereo not drawn) ?
BLM inh: 0%; BAZ2B inh: -15%; POLH inh: 1%; G9a block: -48%; APE1 inh: 0%; Apoferritin bind: -4%; POLK inh: 12%; Pol iota inh: -1%; Pol beta inh: 27%

How did Cc1ccc(C(=O)c2cn(Cc3ccccc3F)c3cc4c(cc3c2=O)OCCO4)cc1 do in these assays?
BLM inh: 0%; BAZ2B inh: 1%[57.1 µM]; POLH inh: -5%; G9a block: -8%[59 µM]; Apoferritin bind: -7%; POLK inh: -11%; Pol iota inh: -1%; Pol beta inh: -22%

How did COCCCNS(=O)(=O)c1ccc(SC)cc1 do in these assays?
BLM inh: -1%; BAZ2B inh: 8%; POLH inh: -9%; G9a block: -6%[59 µM]; APE1 inh: 27%; Apoferritin bind: -2%; POLK inh: -3%; Pol iota inh: 8%; Pol beta inh: 44%

How did NC(=O)CC(NC(=O)Cc1ccc(Br)cc1)c1ccc(N2CCCCCCC2)c([N+](=O)[O-])c1 (stereo not drawn) do in these assays?
BLM inh: -1%; BAZ2B inh: inconclusive; POLH inh: -3%; G9a block: inconclusive; APE1 inh: 16%; Apoferritin bind: -23%; POLK inh: 0%; Pol iota inh: 15%; Pol beta inh: 44%

What do the screens show for `COc1ccc(C)cc1N1CC(C(=O)OCc2nc(N)nc(Nc3ccccc3C)n2)CC1=O` (stereo not drawn)?
BAZ2B inh: 7%; POLH inh: -13%; G9a block: -35%; APE1 inh: 26%; POLK inh: -3%; Pol iota inh: 7%

What do the screens show for `COc1ccc2c(C(=O)NCCCCO)c(-c3ccc(S(C)(=O)=O)cc3)sc2c1`?
POLH inh: 1%; APE1 inh: -8%; POLK inh: -11%; Pol iota inh: 13%

Results for O=P(Cc1cc[n+]([O-])cc1)(c1ccccc1)c1ccccc1 ?
BLM inh: -2%; BAZ2B inh: -7%; POLH inh: -1%; G9a block: -10%[0.501 µM]; APE1 inh: 0%; Apoferritin bind: -8%; POLK inh: -5%; Pol iota inh: 0%; Pol beta inh: 21%

How did Cc1ccc(-n2ncc3c(Nc4cccc(C(=O)O)c4)ncnc32)cc1 do in these assays?
BLM inh: -3%&0%; BAZ2B inh: -12%&14%; POLH inh: -2%&3%; G9a block: -26%[59 µM]; APE1 inh: -3%; Apoferritin bind: 2%&-1%; POLK inh: -5%&-17%; Pol iota inh: -7%&-4%; Pol beta inh: 6%&14%

How did O=C(CN(c1ccc(F)cc1)S(=O)(=O)c1ccccc1)NC1CC2CCC1C2 (stereo not drawn) do in these assays?
BLM inh: -3%; BAZ2B inh: 3%; POLH inh: -4%; G9a block: -4%[12.7 µM]; APE1 inh: -14%; Apoferritin bind: inconclusive; POLK inh: -7%; Pol iota inh: 18%; Pol beta inh: -16%

What do the screens show for `COC(=O)c1ccc(N2C(=O)CC(SCCN)C2=O)cc1` (stereo not drawn)?
BLM inh: 0%; BAZ2B inh: -4%; POLH inh: 8%; G9a block: 14µM*; APE1 inh: -2%; Apoferritin bind: 3%; POLK inh: 5%; Pol iota inh: 3%; Pol beta inh: -8%

What do the screens show for `CC(CNC(=O)c1cc(COc2c(F)cccc2F)on1)c1ccccc1` (stereo not drawn)?
BLM inh: -5%; BAZ2B inh: 2%; POLH inh: -25%; G9a block: 13%; APE1 inh: 10%; Apoferritin bind: inconclusive; POLK inh: -7%; Pol iota inh: 18%; Pol beta inh: 7%

What do the screens show for `COc1ccc(/C(O)=C2/C(=O)C(=O)N(CCCN(C)C)C2c2ccc(C)o2)cc1Cl` (stereo not drawn)?
BLM inh: 4%; BAZ2B inh: 2%; G9a block: 45µM*; APE1 inh: 4%; Apoferritin bind: -19%; Pol beta inh: 4%

Results for CC(C)(C)c1cc(C(=O)NN)n(Cc2ccc(Cl)cc2Cl)n1 ?
BLM inh: -8%; BAZ2B inh: 4%; POLH inh: -26%; APE1 inh: 13%; Apoferritin bind: -2%; POLK inh: 0%; Pol iota inh: 37%[activator]; Pol beta inh: 28%

Results for Cc1ccc(S(=O)(=O)N2CCc3cc(C(=O)Nc4ccc(C(F)(F)F)cc4)ccc32)cc1 ?
BLM inh: -9%; BAZ2B inh: -4%; POLH inh: -30%; G9a block: 6%[59 µM]; Apoferritin bind: -2%; POLK inh: -15%; Pol iota inh: 28%; Pol beta inh: 0%

How did CN1CC=C2C(C#N)=C(N)C(C#N)(C#N)[C@H](c3ccoc3)[C@H]2C1 do in these assays?
BLM inh: -10%; BAZ2B inh: -11%; POLH inh: inconclusive; G9a block: 40µM*; APE1 inh: -2%; Apoferritin bind: 78%[activator]; POLK inh: -18%; Pol iota inh: -7%; Pol beta inh: 12%

What do the screens show for `O=[N+]([O-])c1cccc(COc2ncnc3cc([N+](=O)[O-])ccc23)c1`?
BLM inh: -13%; BAZ2B inh: -26%; POLH inh: -19%; G9a block: inconclusive; APE1 inh: -9%; Apoferritin bind: 4%; POLK inh: -16%; Pol iota inh: 34%; Pol beta inh: -4%

Results for CCOc1ccc(-c2csc(NC(=O)CSCC(=O)O)n2)c2ccccc12 ?
BLM inh: -18%; BAZ2B inh: -14%; POLH inh: 4%; G9a block: -33%; APE1 inh: -1%; Apoferritin bind: -3%; POLK inh: -8%; Pol iota inh: -8%; Pol beta inh: -2%

High-throughput results deposited in PubChem BioAssay by National Center for Advancing Translational Sciences (NCATS).
